ALDH1A1 block = blocks purified human ALDH1A1 activity; P00352; Purified ALDH1A1, NADH fluorescence, propionaldehyde substrate; Potency, µM (top dose mostly 75.3 µM), for the others: top-dose activity, negative = inhibition, most hits filed as inhibitors; AID 1030; 7.3% of 220,000 active; active = well fitted inhibition curve with a large enough effect, not every such curve was filed as active; inconclusive = small, poorly fitted or top-dose-only effect, or another doubt; inactive = no such curve, though single readings can be large or run the other way;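 also: plate controls were no enzyme wells and a reference inhibitor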
Target sequence (P00352 whole entry, looked up): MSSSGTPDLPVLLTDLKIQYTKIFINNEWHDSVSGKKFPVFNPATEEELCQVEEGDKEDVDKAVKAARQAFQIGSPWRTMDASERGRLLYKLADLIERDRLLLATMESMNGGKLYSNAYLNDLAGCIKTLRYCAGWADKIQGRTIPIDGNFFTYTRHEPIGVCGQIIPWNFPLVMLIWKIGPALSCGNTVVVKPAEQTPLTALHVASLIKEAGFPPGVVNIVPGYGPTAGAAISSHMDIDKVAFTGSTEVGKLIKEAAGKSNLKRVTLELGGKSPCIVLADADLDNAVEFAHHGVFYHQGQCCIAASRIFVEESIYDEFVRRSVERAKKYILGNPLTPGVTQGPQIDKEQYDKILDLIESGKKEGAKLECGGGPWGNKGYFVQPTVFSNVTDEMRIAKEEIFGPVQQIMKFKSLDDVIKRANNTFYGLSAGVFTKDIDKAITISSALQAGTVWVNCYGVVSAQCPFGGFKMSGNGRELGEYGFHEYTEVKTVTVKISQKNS
GAA inhib = inhibitors of human lysosomal alpha-glucosidase; P10253; purified human GAA, 4-MU-alpha-glucoside fluorescence; Potency, µM (series often up to 76.9 µM), for the others: at the highest dose activity change, negative = inhibition, usual class: inhibitors; 0.005% of 200,000 active; AID 1466;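 also: plate controls were uninhibited enzyme wells for no effect and no-enzyme background for full effect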
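Activity normalized between no-enzyme (basal) and enzyme-only wells. Conditions: 4 nM human enzyme, 400 uM fluorogenic substrate, citrate/phosphate pH 5.0 with Tween-20, 20 min room temperature, compounds up to 77 uM.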
GAA glycogen mod = inhibitors or activators of human alpha-glucosidase glycogen cleavage | P10253 | recombinant GAA, glycogen substrate, Amplex Red glucose oxidase fluorescence | Potency, µM (titrated, usually from 76.4 µM), without a hit: at the highest dose activity change, negative = inhibition, most hits filed as inhibitors | 0.38% of 300,000 active | AID 2100;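 also: 0% = full enzyme reaction and -100% = no-enzyme basal signal; the screen sought inhibitors and activators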
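Natural-substrate format: glycogen cleavage by 4 nM human enzyme, glucose read by Amplex Red coupling (Ex 573, Em 610 nm). Normalized to enzyme and no-enzyme controls.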
Tau fluor cs = counter-screen for tau fibril formation inhibitors | tau K18 P301L Alexa594 fluorescence, heparin fibrillization | Potency, µM (highest dose often 57.7 µM), for the others: at the highest dose activity change, negative = decrease | 0.93% of 280,000 active; also: % is scaled to controls: 0 for no effect and ±100 for the full control effect; nearly all actives have a fitted effect of over 55% in size
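Human tau K18 P301L (15 uM unlabeled, 0.24 uM Alexa 594-labeled) in 100 mM sodium acetate pH 7 with 20 uM heparin, 6 hr at 37 C. ThT 30 uM added, 1 hr ambient; Alexa 594 FP and total fluorescence read at 555/632 nm.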
GLA spleen mod = alpha-galactosidase A (human) modulation | P06280 | human spleen homogenate, 4MU-alpha-Gal fluorescence, 40 min | AID 2107 | Potency, µM (titrated, usually from 80 µM), without a hit: top-dose activity change, negative = inhibition, hits mostly inhibitors | 0.008% of 240,000 active;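 also: 0% = enzyme with vehicle and -100% = no enzyme basal signal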
Target sequence (P06280 32-429 limits assumed): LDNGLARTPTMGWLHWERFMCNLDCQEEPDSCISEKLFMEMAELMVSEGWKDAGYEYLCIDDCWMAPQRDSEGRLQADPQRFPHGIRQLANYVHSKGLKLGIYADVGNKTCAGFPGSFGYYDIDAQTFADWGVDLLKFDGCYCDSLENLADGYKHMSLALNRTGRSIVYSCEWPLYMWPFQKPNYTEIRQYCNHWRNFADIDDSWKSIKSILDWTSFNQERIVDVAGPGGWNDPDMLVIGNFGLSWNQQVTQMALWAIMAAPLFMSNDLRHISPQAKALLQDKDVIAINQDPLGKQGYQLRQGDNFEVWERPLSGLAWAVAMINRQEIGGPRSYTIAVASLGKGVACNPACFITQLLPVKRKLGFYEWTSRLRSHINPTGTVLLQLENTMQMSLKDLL
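Fluorogenic readout (Ex 365/Em 440 nm) of 4-methylumbelliferone released from 1 mM 4-MU-alpha-galactoside by spleen homogenate, 40 min at 37C, pH 5.0. Data normalized to no-enzyme and enzyme controls; Hill-equation AC50 from compound titrations.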
Epigenetic reg = regulators of epigenetic silencing causing reporter derepression in mouse cells | 0.2% of 280,000 active | Potency, µM (series often up to 53.9 µM), without a hit: at the top dose GFP activation, usual class: activators | AID 1865 | murine LDR cells, GFP reporter derepression, 30 h; also: % of control where 0% means no effect; nearly all actives have a fitted effect of over 60% in size
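Murine LDR cells bearing a silenced CMV-driven GFP reporter were exposed to compound for 30 h at 37 C. After PBS washes, GFP-positive cells (20-120 um objects) counted by laser-scanning microplate cytometry.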
GAA spleen mod = inhibitors or activators of human alpha-glucosidase in spleen homogenate; human spleen homogenate, 4-MU-alpha-glucoside fluorescence; Potency, µM (highest dose often 79.9 µM), inactives show top-dose activity change, negative = inhibition, most hits filed as inhibitors; 0.006% of 240,000 active;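 also: 0% = enzyme with vehicle and -100% = no enzyme basal signal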
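Enzyme source: human spleen homogenate, 1 ug/well. Buffer 50 mM citric acid/K phosphate pH 5.0, 0.01% Tween-20. 4-MU-alpha-glucoside 1 mM; 37 C x 40 min; NaOH/glycine stop; fluorescence.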
NPSR antagonist = blocks cAMP signaling of the human neuropeptide S receptor | Q6W5P4 | AID 1461 | Potency, µM (doses to about 38.3 µM), for the others: at the highest dose activity change, negative = inhibition, actives largely listed as inhibitors | 1% of 220,000 active | CHO-NPSR cells, cAMP TR-FRET, antagonist mode; also: % is scaled to controls: 0 for no effect and ±100 for the full control effect; nearly all actives have a fitted effect of over 50% in size; many of its hits are not listed in these tables
* marks the source's active call; other numbers are inactive results; ? = inconclusive; / = not tested or not shown; & = joins results of further samples; [ ] = another dose, or the depositor's remark. Unless noted, calls follow the shape of the dose curve; as a rule, active = well fitted curve in the direction sought with a large enough effect; inconclusive = small, poorly fitted or top-dose-only effect, or another doubt; inactive = no such curve, though single readings can be large; an effect the other way counts as inactive or inconclusive. Potency is read from the fitted curve at half-maximal effect. Only part of the results is shown (hit frequency here may not be typical).

Start of the data: the first 3 compounds, to show the layout:
The line under a structure holds: GLA spleen mod	GAA spleen mod	Tau fluor cs	GAA inhib	GAA glycogen mod	Epigenetic reg	ALDH1A1 block	NPSR antagonist
COC(=O)Cc1ccc(NC(=S)NCCO)cc1
  5%	4%	3%	/	0%	0.0%	/	12%
O=C(CSCc1cnn(-c2ccccc2)c1-n1cccc1)NCc1cccs1
  -1%	3%	-21%	-4%	-10%	-6.1%	?	-25%[46.1 µM]
CSCC[C@H](NC(=O)OC(C)(C)C)C(=O)N1CCC(C(=O)N[C@H](C(=O)O)C(C)C)CC1
  -1%	-5%	3%	6%	10%	-0.7%	5%	2%[46.1 µM]

The listing, from the start:
The line under a structure holds: GLA spleen mod	GAA spleen mod	Tau fluor cs	GAA inhib	GAA glycogen mod	Epigenetic reg	ALDH1A1 block	NPSR antagonist
COC(=O)Cc1ccc(NC(=S)NCCO)cc1
  5%	4%	3%	/	0%	0.0%	/	12%
O=C(CSCc1cnn(-c2ccccc2)c1-n1cccc1)NCc1cccs1
  -1%	3%	-21%	-4%	-10%	-6.1%	?	-25%[46.1 µM]
CSCC[C@H](NC(=O)OC(C)(C)C)C(=O)N1CCC(C(=O)N[C@H](C(=O)O)C(C)C)CC1
  -1%	-5%	3%	6%	10%	-0.7%	5%	2%[46.1 µM]
Brc1ccccc1-n1nnc(-c2ccnc3ccccc23)n1
  1%	-2%	-25%	/	8%	4.4%	?	34%
O=C(Nc1ccccc1C(=O)O)c1cncc(Br)c1
  -4%	2%	-3%	-4%	-8%	0.7%	14µM*	-5%[46.1 µM]
COc1ccc(S(=O)(=O)N2CCOCC2)cc1NC(=O)COC(=O)C1COc2ccccc2O1 (stereo unspecified)
  0%	-21%	0%	-4%	-8%	1.5%	12%	22%
Oc1ccc(Nc2nc(Cl)nc(NCc3ccco3)n2)cc1
  -5%	-2%	-28%	-1%	-25%	-0.1%	0%	-13%
COC(=O)c1cn(-c2ccccc2)nc1-c1cccnc1
  -3%	-1%	-4%	-2%	-2%	1.4%	-4%	-13%[46.1 µM]
O=S(=O)(c1ccccc1)c1cnc(-c2ccccc2)nc1N1CCCC1
  3%	-3%	-20%	/	-13%	-1.2%	?	?
CCOC(=O)C1(C(C)C)Oc2ccccc2C(c2ccc(OC)cc2)=C1C(=O)OC (stereo unspecified)
  -12%	-2%	-5%[81.3 µM]	/	/	-3.1%	-1%	/

The line under a structure holds: GLA spleen mod	GAA spleen mod	Tau fluor cs	GAA inhib	GAA glycogen mod	Epigenetic reg	ALDH1A1 block	NPSR antagonist
CNC(=O)NC(=O)C(C)N1CCN(C/C=C/c2ccccc2)CC1 (stereo unspecified)
  5%	7%	-2%	?	-6%	0.0%	-7%	4%
c1ccc(Cn2nnnc2C(c2cccs2)N2CCSCC2)cc1 (stereo unspecified)
  2%	1%	-4%	2%	-1%	0.1%	?	-13%[46.1 µM]
O=C(Oc1ccc(-n2cnnn2)cc1)c1ccccc1
  -11%	-7%	4%	3%	11%	13%	9%	8%
Cc1cc2nc(CSc3ccccc3)cc(=O)n2[nH]1
  -5%	1%	-5%	10%	-5%	1.3%	-4%	-3%
COC(=O)c1ccc(NC(=O)Nc2ccc3c(c2)nc(C)n3C)cc1
  1%	0%	?	3%	-13%	3.1%	-7%	4%
Oc1c(C(c2ccccc2)N2CCN(Cc3ccccc3)CC2)sc2ncnn12 (stereo unspecified)
  9%	7%	-9%	-2%	13%	-1.5%	-5%	-10%[46.1 µM]
Cc1ccc(C(=O)NN2C(=O)/C(=C/c3cn(C)c4ccccc34)SC2=S)cc1
  -1%	-9%	2%	3%	-2%	5.8%	6%	-17%
Cc1cc(C(=O)CC#N)c(C)n1-c1c(C)n(C)n(-c2ccccc2)c1=O
  2%	-4%	2%	3%	-11%	-2.9%	17%	4%
COc1ccccc1NC(=S)NC(NC(=O)CC(C)C)C(Cl)(Cl)Cl (stereo unspecified)
  0%	-13%	11%	8%	1%	-1.1%	3%	-5%
CCCCCCCCCC(=O)NC(CN1CCOCC1)[C@H](O)c1ccccc1 (stereo partly specified)
  -6%	-1%	-14%	/	/	0.0%	-8%	?

The line under a structure holds: GLA spleen mod	GAA spleen mod	Tau fluor cs	GAA inhib	GAA glycogen mod	Epigenetic reg	ALDH1A1 block	NPSR antagonist
Cc1cc(C(=O)N/N=C/c2cc(Br)ccc2OC(=O)c2ccccc2Cl)n[nH]1
  -3%	1%	-17%	1%	22%	-3.8%	2%	-35%
CC1(C)CCCC2=C1CC1C(=O)N(c3ccccc3)C(=O)C1C2 (stereo unspecified)
  -7%	2%	-6%	-1%	-4%	0.7%	-3%	-12%[46.1 µM]
Cc1ccc(NC(=O)c2ccc(CN3CCc4ccccc4C3)cc2)cc1
  0%	3%	-12%	-11%	-3%	-2.0%	4%	-15%[46.1 µM]
COc1ccc2cnn(CCOc3cc(C)ccc3C(C)C)c(=O)c2c1OC
  0%	6%	-16%	-7%	-7%	0.1%	-4%	-40%
O=C(O)CN1C(=O)/C(=C\c2cn(CC(=O)N3CCOCC3)c3ccccc23)SC1=S
  -14%	-13%	-6%	-17%	-8%	-2.1%	?	-28%
FC(F)(F)c1ccccc1-c1nc(Nc2ccncc2)c2ccccc2n1
  3%	-5%	?	/	/	6.9%	?	/
Nc1nc(C2C(=O)CCCC2=O)cs1
  3%	-3%	-1%	0%	?	-1.0%	-15%	-12%[46.1 µM]
COc1ccc(N2CCN(C(=O)CSc3nc4[nH]ncc4c(=O)n3-c3cccc4ccccc34)CC2)cc1
  1%	3%	?	-4%	-3%	5.2%	-13%	-26%
COc1ccccc1OCC#CCSc1ncccn1
  -3%	-4%	12%	-8%	5%	0.0%	3%	12%
COC(=O)c1cccc(NC(=O)Nc2ccc(Cl)c(Cl)c2)c1
  -22%	-1%	?	-9%	-5%	0.0%	3%	-4%[46.1 µM]

Three compounds from above, ordered by the value under GAA spleen mod, high to low:
mol,GAA spleen mod,Epigenetic reg,ALDH1A1 block,NPSR antagonist
O=S(=O)(c1ccccc1)c1cnc(-c2ccccc2)nc1N1CCCC1,-3%,-1.2%,?,?
O=C(O)CN1C(=O)/C(=C\c2cn(CC(=O)N3CCOCC3)c3ccccc23)SC1=S,-13%,-2.1%,?,-28%
COc1ccc(S(=O)(=O)N2CCOCC2)cc1NC(=O)COC(=O)C1COc2ccccc2O1 (stereo unspecified),-21%,1.5%,12%,22%

Following part:
The line under a structure holds: GLA spleen mod	GAA spleen mod	Tau fluor cs	GAA inhib	GAA glycogen mod	Epigenetic reg	ALDH1A1 block	NPSR antagonist
Cc1c(Cl)cccc1NC(=S)NCC1COc2ccccc2O1 (stereo unspecified)
  4%	-15%	-24%	-7%	-9%	8.6%	-11%	?
COc1ccccc1OCC(O)Cn1nc(C)cc1C (stereo unspecified)
  4%	1%	-10%	-8%	-16%	4.7%	?	1%[46.1 µM]
CCN(CC)CCOC(=O)c1ccc(NC(=O)C(C)NC(=O)C23CC4CC(CC(C4)C2)C3)cc1 (stereo unspecified)
  -3%	-12%	5%	-1%	-4%	-0.9%	6%	10%
CC(C)N1CCCC(CNC(=O)CCc2nnc(CCCCc3ccccc3)o2)C1 (stereo unspecified)
  -6%	-3%	-5%	10%	-1%	0.0%	4%	-23%
O=C(NCc1cccnc1)NC1CC(=O)N(c2ccc3c(c2)OCCO3)C1 (stereo unspecified)
  -1%	-2%	-4%	-11%	9%	6.5%	7%	17%
Cc1ccc2cc3cc(C(=O)NCCCN4CCCCCC4)oc3nc2c1
  -13%	-6%	-1%	7%	-4%	0.0%	?	-20%[46.1 µM]
O=C(CSc1ccc(-c2ccccn2)nn1)c1ccc([N+](=O)[O-])cc1
  9%	8%	-28%	5%	-15%	-0.1%	1µM*	-1%
Cc1c(Cl)cccc1NS(=O)(=O)c1ccc2c(c1)C1C=CCC1C(c1ccc(C(=O)O)cc1)N2 (stereo unspecified)
  3%	1%	?	/	0%	-0.2%	13µM*	12%
CC1=C(/C=C/C(C)=C/C=C/C(C)=C\C(=O)O)C(C)(C)CCC1
  15%&-4%&0%&-4%&0%	5%&-4%&9%&-10%&-16%	0%&-9%&-8%&4%&-1%	/	/	2.2%&0.0%&1.1%&0.0%&0.0%	?	-11%[46.1 µM]
Cc1ccccc1NC(=O)CNC(=O)c1ccc(C(F)(F)F)cc1
  -7%	3%	9%	-1%	14%	-3.0%	12%	9%

The line under a structure holds: GLA spleen mod	GAA spleen mod	Tau fluor cs	GAA inhib	GAA glycogen mod	Epigenetic reg	ALDH1A1 block	NPSR antagonist
C=CCNC(=O)Cc1c(OC)ccc2cc(Br)ccc12
  -23%	-15%	-4%	-1%	-3%	-0.8%[10.1 µM]	-12%	-18%
Cc1cc2cc(CNC(=O)c3ccco3)ccc2n1C
  -8%	-4%	-17%	/	16%	1.1%	/	-17%
COc1cc(/C=N/Nc2ccc(C(=O)O)cc2)cc(OC)c1OC
  -16%	2%	-13%	/	?	0.1%	/	-50%
O=C(c1ccc(F)cc1)N1CCCN(c2nc(-c3ccccc3)ns2)CC1
  -2%	-21%	-9%	/	1%	-1.2%	/	0%
O=[N+]([O-])c1cccc2ccc(/C=C/c3ccc(Cl)cc3)nc12
  1%	-1%	-7%	4%	1%	1.7%	5%	?
CCC(C)n1c(-c2cccs2)nc2nc3ccccc3nc21 (stereo unspecified)
  ?	?	-10%	?	7%	-1.0%	?	-19%[46.1 µM]
COc1ccc(S(=O)(=O)Nc2ccc(NC(C)=O)cc2)cc1
  -4%	-3%	-12%	-5%	1%	-1.0%	2%	1%[46.1 µM]
N#Cc1cccc(NC(=O)COC(=O)c2ccccc2C(=O)c2ccc(Cl)c([N+](=O)[O-])c2)c1
  11%	7%	2%	3%	4%	0.0%	3%	?
CC(C)c1nnc(NC(=O)CC(=O)Nc2ccccc2C(=O)O)s1
  2%	0%	0%	7%	-5%	-0.7%	-10%	3%[46.1 µM]
COCCNC(=O)c1ccc2c(c1)nc(C)n2-c1cc(OC)c(OC)c(OC)c1
  -4%	-4%	3%	-6%	3%	1.1%	3%	2%[46.1 µM]
Cc1c(Cl)cccc1NC(=O)CNCc1ccccc1F
  -2%	-3%	-12%	1%	-1%	0.9%	0%	-1%
